# Assay outcomes (PubChem)
# FEN1 inh: human FEN1 inhibition; P39748; Potency, µM (top dose mostly 114 µM), for inactives: top-dose activity change, negative = inhibition, most hits filed as inhibitors; Recombinant FEN1 flap cleavage, fluorescence, 15 min; 390,000 compounds, 0.35% hits; further: nearly all actives have a fitted effect of over 65% in size
#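 Enzyme 10 nM, 15 min RT preincubation with compound; start with substrate 50 nM final; reads at 0 and 15 min; qHTS titration, four-parameter Hill fit.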
# GCN5L2 inh: GCN5L2 (KAT2A) acetyltransferase inhibition. GCN5L2 HAT assay, ThioGlo1 CoA-SH fluorescence. Potency, µM (doses to about 58.9 µM), without a hit: at the top dose activity change, negative = inhibition, hits mostly inhibitors. 390,000 compounds, 0.21% hits. AID 504327
# Target sequence (Q92830 whole entry, looked up): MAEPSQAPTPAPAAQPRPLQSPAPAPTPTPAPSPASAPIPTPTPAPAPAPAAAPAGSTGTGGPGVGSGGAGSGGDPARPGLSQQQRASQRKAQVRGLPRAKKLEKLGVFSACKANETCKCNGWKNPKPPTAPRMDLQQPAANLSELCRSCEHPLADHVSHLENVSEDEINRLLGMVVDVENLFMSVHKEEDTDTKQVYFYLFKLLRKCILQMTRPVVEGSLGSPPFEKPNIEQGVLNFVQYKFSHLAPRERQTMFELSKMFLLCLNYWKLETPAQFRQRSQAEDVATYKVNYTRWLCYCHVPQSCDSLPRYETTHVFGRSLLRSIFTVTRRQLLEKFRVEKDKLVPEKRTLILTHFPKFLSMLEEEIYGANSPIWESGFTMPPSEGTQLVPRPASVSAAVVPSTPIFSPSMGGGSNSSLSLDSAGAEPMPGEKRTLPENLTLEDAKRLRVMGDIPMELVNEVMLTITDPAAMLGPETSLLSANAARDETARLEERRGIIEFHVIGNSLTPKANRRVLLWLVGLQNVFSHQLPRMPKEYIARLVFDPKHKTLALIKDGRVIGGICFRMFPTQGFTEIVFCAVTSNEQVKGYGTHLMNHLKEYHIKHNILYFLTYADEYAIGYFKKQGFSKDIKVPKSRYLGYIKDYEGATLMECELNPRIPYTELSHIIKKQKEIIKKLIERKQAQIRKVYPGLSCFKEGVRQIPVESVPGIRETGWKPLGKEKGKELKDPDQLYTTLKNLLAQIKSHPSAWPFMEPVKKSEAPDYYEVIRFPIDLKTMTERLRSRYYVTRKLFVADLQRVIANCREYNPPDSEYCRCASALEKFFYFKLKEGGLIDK
#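 Preincubate 20nM GCN5L2 with compound 15 min, RT → add 50uM ThioGlo1 + 75uM H3(1-25) + 70uM acetyl-CoA → read fluorescence 0 and 20 min. Primary qHTS; fluorescent artifacts likely.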
# TDP1 cell CPT: DT40-hTDP1 cell growth loss with CPT; chicken DT40 Tdp1-/-;hTDP1 cells + 20 nM CPT, ATP luminescence, 48 h; Potency, µM (series often up to 46.2 µM), without a hit: top-dose activity change, negative = growth inhibition, actives largely listed as inhibitors; 420,000 compounds, 12% hits; AID 686979; further: nearly all actives have a fitted effect of over 55% in size
#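 Cell growth measured by CellTiter-Glo luminescence after a minimum 48 h, 37 C compound exposure with 20 nM CPT in Tdp1-knockout DT40 cells stably expressing hTDP1, seeded 400/well; qHTS titration format.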
# Active calls of the source: *; ? = inconclusive; · = no result given; & = joins results of further samples; [ ] = remark or other dose. The call rests on the fitted dose curve; in most records, active means well fitted curve in the direction sought with a large enough effect; inconclusive means small, poorly fitted or top-dose-only effect, or another doubt; inactive means no such curve, though single readings can be large; an effect the other way counts as inactive or inconclusive. On the % scale 0 is the no-effect control and ±100 the full control effect; potency means the concentration at half of the fitted maximal effect. Not all compounds are listed; rates above refer to the full screens.
No.	smiles	FEN1 inh	GCN5L2 inh	TDP1 cell CPT
1	CCOC(=O)c1c2c(n(Cc3ccccc3)c1C)C(=O)C(=O)c1ccccc1-2	-16%	·	0.58µM*
2	COc1ccc(-c2c(N)nnc3c2[nH]c2ccccc23)cc1OC	-17%	-17%	?
3	COc1ccccc1NC(=S)N=Nc1c(O)[nH]c2ccc(Br)cc12	11%	-3%	2.6µM*
4	CC(C)(C)c1cc2ncnc(N3CCCCC3)c2s1	3%	-9%	13µM*
5	Cc1c(/C=N/NC(N)=O)c2ccccn2c1C(=O)c1ccncc1	-25%	-7%	?
6	COc1cc(C(CC(=O)N2CCN(c3ccccc3)CC2)c2c(OC)cc(OC)c3ccc(=O)oc23)cc(OC)c1OC (configuration not stated)	-15%&-2%	-3%	?
7	Nc1cccc(Cl)c1N1CCOCC1	-4%	-10%	-25%
8	CCOC(=O)N/N=C(\C)c1ccccc1OC(F)F	9%	-1%	13%
9	Cc1c(C(=O)N2CCCCC2C)sc2nc3n(c(=O)c12)CCC3 (configuration not stated)	-14%	1%	-10%
10	COc1ccc(Cl)cc1NC(=O)c1cn(C2CCCC2)c(=O)c2c1c1ccccc1n2C	2%	-3%	?
11	CCC1CCCCN1C(=O)NC(=O)c1ccccc1 (configuration not stated)	1%	-10%	30%
12	CCn1c2ccccc2c2cc(NC(=O)COc3ccccc3OC)ccc21	-11%	-17%	5.2µM*

# Entries listed so far that have an NH in an aromatic ring (2):
No.	smiles	FEN1 inh	GCN5L2 inh	TDP1 cell CPT
2	COc1ccc(-c2c(N)nnc3c2[nH]c2ccccc23)cc1OC	-17%	-17%	?
3	COc1ccccc1NC(=S)N=Nc1c(O)[nH]c2ccc(Br)cc12	11%	-3%	2.6µM*

# Next part.
No.	smiles	FEN1 inh	GCN5L2 inh	TDP1 cell CPT
13	CN=C(Nc1ccc(Cl)cc1)c1cccc(C(F)(F)F)c1	1%	-2%	?
14	Cc1ccc(C)n1NC(=O)c1ccc([N+](=O)[O-])cc1	-6%	-8%	14%
15	CC(C)(C)NC(=O)C(c1ccccc1F)N(Cc1ccco1)C(=O)c1csnn1 (configuration not stated)	-5%	0%	?
16	CCOC(=O)C1(CCOc2ccccc2)CCN(Cc2ccc(COC)o2)CC1	15%	-7%	7.3µM*
17	CC(=O)Nc1ccc(S(=O)(=O)N2CCN(C(=O)c3ncoc3-c3cccc(F)c3)CC2)cc1	-1%	-6%	-28%
18	COc1ccc(C(=O)Nc2ccc(NC(=O)C(C)C)nc2)cc1	-2%	-8%	19%
19	COCc1ccc(CN2CCCC(CO)(Cc3cccc(OC)c3)C2)o1 (configuration not stated)	11%	-1%	?
20	COc1ccc(C(C(=O)NC2CCCC2)N(Cc2cccnc2)C(=O)Cc2cccs2)c(OC)c1 (configuration not stated)	0%	-10%	5%
21	Cc1ccc(C)c(-n2c(SCC(=O)N3CCCC3)nnc2-c2ccccn2)c1	7%	-9%	-6%
22	O=c1c2cc3c(cc2[nH]c(=S)n1CCN1CCOCC1)OCO3	-12%	48%[activator]	0%
23	CCN(CC)C(=S)Nc1ccc(OC)cc1	12%	2%	-12%
24	CCN(CC)C(=O)Cn1c(=O)n(-c2ccccc2)c(=O)n1CC(=O)N(CC)CC	13%	-2%	1%
25	COc1ccc(-c2nc3cnc(Nc4cccc(OC)c4)nc3n(Cc3cccs3)c2=O)cc1	·	1%	5%
26	COc1ccc(OC)c(-c2cc(C(=O)NC3CCCC3)c3ccccc3n2)c1	2%	-1%	-11%
27	O=C1/C(=C/c2cccc(F)c2)CSc2sccc21	-3%	-3%	?
28	Cc1cc(C)c2c(CN3CCCCC3C)cc(=O)oc2c1 (configuration not stated)	-22%	-20%	?
29	O=C(Nc1nc2ccccc2s1)c1cc2c(s1)-c1ccccc1OC2	-18%	-4%	?
30	COc1ccc(O)c(C(=O)CC(=O)c2ccccc2C)c1	-23%	-2%	7.3µM*
31	COc1cccc(NC(=O)C2CCCN2S(=O)(=O)c2ccc3c(c2)C(C)(C)C(=O)N3C)c1 (configuration not stated)	17%&4%	-3%&-5%	-18%&-23%
32	COc1ccc(C(=O)N2CCC3(CC2)CCN(c2ccncc2)CC3)cc1	·	-8%	?
33	O=C(CN1C(=O)COc2ccc(S(=O)(=O)N3CCCC3)cc21)N1CCN(c2ccc(F)cc2)CC1	11%	0%	·
34	Cc1cc(C)c(C)c(S(=O)(=O)Nc2ccc(O)cc2)c1C	3%	-24%	?
35	C#CCn1c(=NC(=O)c2ccc(Br)s2)sc2cccc(OC)c21	-3%	-5%	?
36	CC(C)(C)c1ccc(S(=O)(=O)N2CCN(c3ncccn3)CC2)cc1	-2%	-23%	-2%
37	COc1ccc(N2C(=O)CNC2=S)cc1	8%	-4%	-17%
38	Cc1cc(NC(=O)c2cc3ccccc3o2)no1	3%	·	4%
39	CC(C)C(NS(=O)(=O)c1ccc2c(c1)oc(=O)n2C)C(=O)NCCc1ccc(Cl)cc1 (configuration not stated)	8%	-3%	-6%
40	C[N+]1(CC(=O)c2ccc(Cl)cc2)CCOCC1	7%	·	4%
41	COc1cccc(NC(=O)C(=O)NCCc2csc(-c3ccc(C(F)(F)F)cc3)n2)c1	-2%	1%	?
42	O=C(CCCOc1ccc(Cl)cc1Cl)Nc1ncccn1	0%	-2%	1%
43	COc1cccc(OC)c1C(=O)Nc1ccc2c(c1)OCCO2	12%	1%	4%
44	Cc1c(Cc2ccc3c(c2)OCO3)sc(NC(=O)c2ccccc2)c1C(N)=O	-20%	-4%	-27%
45	CC(=O)Nc1ccc(S(=O)(=O)Nc2cccc(NC(=O)C(C)(C)C)c2)cc1	-4%	4%	-20%
46	CC1=C(C(N)=O)C(c2cccc(Br)c2)n2nc(SCc3ccccc3)nc2N1 (configuration not stated)	0%	-1%	-13%
47	O=C(CN1C(=O)NC2(CCCC2)C1=O)OCCOc1ccccc1	-3%	?	?
48	O=C(CCc1cccc(Cl)c1)N1CCCC(Nc2ccccc2)C1 (configuration not stated)	-23%	-5%	?
49	COc1ccc(OC)c(NC(=O)NNC(=O)CCCOc2ccc(Cl)cc2C)c1	3%	-10%	?
50	CCC1C(=O)CC(c2ccc([N+](=O)[O-])cc2)NC1c1ccc([N+](=O)[O-])cc1 (configuration not stated)	-6%	-13%	?
51	CC1=C(C(=O)OCc2ccccc2)C(c2ccc(N3CCOCC3)cc2)NC(=O)N1 (configuration not stated)	3%	-3%	-18%
52	Cc1cnc(C(=O)Nc2nnc(SCc3c(Cl)cccc3Cl)s2)cn1	-14%	-7%	?
53	COc1ccc(S(=O)(=O)NCCc2sc(-c3cccc(F)c3)nc2C)cc1	-6%	-7%	16µM*
54	c1cc2c(cc1Cn1cnnn1)OCO2	-1%	-8%	-5%
55	COc1ccc(C(=O)OC(C)C(=O)NC(C)CCc2ccccc2)c(OC)c1 (configuration not stated)	-5%	-19%	-18%
56	O=C(NCC(O)COc1ccc([N+](=O)[O-])cc1)Nc1ccccc1 (configuration not stated)	1%	-1%	7%
57	CCc1ccc(S(=O)(=O)Nc2ccc(-c3nc4cccnc4s3)cc2)s1	1%	?	-22%
58	O=C(Nc1cccc(Cl)c1)NC1CC2CCC(C1)N2Cc1ccco1 (configuration not stated)	21%	-11%	?
59	CCOc1ccccc1Nc1nnc(SCC(=O)NC2CCS(=O)(=O)C2)s1 (configuration not stated)	15%	1%	-18%
60	CCN(C(=O)c1cccn(Cc2ccccc2C)c1=O)c1ccccc1	5%	3%	-5%
61	O=C(Cc1ccc(Br)cc1)OCC(=O)N1CCCCCC1	8%	-1%	-10%
62	CCOCCCNC(=O)CN1C(=O)C(CC)Oc2ccccc21 (configuration not stated)	-2%	0%	-26%
63	CCOc1ccc(CCNC(=O)c2cnccn2)cc1OCC	-1%	-3%	1%
64	O=C(NNC(=O)c1ccccc1[N+](=O)[O-])c1cnccn1	-1%	-1%	2%
65	N#CCCNC(=O)CCN1CCCCC1	2%	?	3%
66	CCC(NC(=O)CCC(=O)N1CCN(S(=O)(=O)c2ccc(C)cc2)CC1)c1ccc(C)cc1 (configuration not stated)	16%	-2%	-22%
67	CCN(CC)S(=O)(=O)c1ccc(S(=O)(=O)N2CCN(C(=O)c3ccco3)CC2)cc1	-1%	-3%	-15%
68	O=C(OCn1nnc2ccccc2c1=O)c1ccc(O)cc1	-3%	-16%	8%
69	Cc1ncc(CSc2ccc(Cl)cc2)c(CO)c1O	0%	-6%	-28%
70	C[C@]12CC[C@@H]3c4ccc(O)cc4CC[C@H]3[C@@H]1C[C@@H](O)[C@@H]2O	-3%	1%	?
71	O=C(COC(=O)c1ccccc1C(=O)c1ccc(Cl)cc1)NC(c1ccccc1)c1ccccc1	5%	-24%	12µM*
72	CCOC(=O)C1=C(CN2CCN(c3cccc(Cl)c3)CC2)NC(=O)NC1c1ccc(Cl)cc1 (configuration not stated)	-17%	-14%	?

# (cont.)
No.	smiles	FEN1 inh	GCN5L2 inh	TDP1 cell CPT
73	CCc1ccc(S(=O)(=O)c2nnn3c2nc(NCc2cccc(OC)c2)c2cc(Cl)ccc23)cc1	-13%	-5%	?
74	CCOc1cc(C(=O)Nc2cc3c(cc2N2CCCC2)n(C)c(=O)c(=O)n3C)cc(OCC)c1OCC	-1%	-19%	-3%
75	CC1=C(C(=O)Nc2cccnc2)C(c2ccccn2)n2nnnc2N1 (configuration not stated)	-7%	7.1µM*	7%
76	O=C(NCCOc1ccccc1-c1ccccc1)c1ccco1	6%	-7%	-17%
77	CCOC(=O)N1CCN(Cc2nc(-c3ccc(C)cc3)no2)CC1	4%	-14%	?

# Among those listed so far, these contain a Cl atom:
No.	smiles	FEN1 inh	GCN5L2 inh	TDP1 cell CPT
7	Nc1cccc(Cl)c1N1CCOCC1	-4%	-10%	-25%
10	COc1ccc(Cl)cc1NC(=O)c1cn(C2CCCC2)c(=O)c2c1c1ccccc1n2C	2%	-3%	?
13	CN=C(Nc1ccc(Cl)cc1)c1cccc(C(F)(F)F)c1	1%	-2%	?
39	CC(C)C(NS(=O)(=O)c1ccc2c(c1)oc(=O)n2C)C(=O)NCCc1ccc(Cl)cc1 (configuration not stated)	8%	-3%	-6%
40	C[N+]1(CC(=O)c2ccc(Cl)cc2)CCOCC1	7%	·	4%
42	O=C(CCCOc1ccc(Cl)cc1Cl)Nc1ncccn1	0%	-2%	1%
48	O=C(CCc1cccc(Cl)c1)N1CCCC(Nc2ccccc2)C1 (configuration not stated)	-23%	-5%	?
49	COc1ccc(OC)c(NC(=O)NNC(=O)CCCOc2ccc(Cl)cc2C)c1	3%	-10%	?
52	Cc1cnc(C(=O)Nc2nnc(SCc3c(Cl)cccc3Cl)s2)cn1	-14%	-7%	?
58	O=C(Nc1cccc(Cl)c1)NC1CC2CCC(C1)N2Cc1ccco1 (configuration not stated)	21%	-11%	?
69	Cc1ncc(CSc2ccc(Cl)cc2)c(CO)c1O	0%	-6%	-28%
71	O=C(COC(=O)c1ccccc1C(=O)c1ccc(Cl)cc1)NC(c1ccccc1)c1ccccc1	5%	-24%	12µM*
72	CCOC(=O)C1=C(CN2CCN(c3cccc(Cl)c3)CC2)NC(=O)NC1c1ccc(Cl)cc1 (configuration not stated)	-17%	-14%	?
73	CCc1ccc(S(=O)(=O)c2nnn3c2nc(NCc2cccc(OC)c2)c2cc(Cl)ccc23)cc1	-13%	-5%	?
